Assay outcomes: PubChem, National Center for Advancing Translational Sciences (NCATS)
VP16 counter – Gal4-VP16 reporter inhibition counter-screen; Drosophila S2 Gal4-VP16 UAS-luciferase, luminescence, 20 h; Potency, µM (series often up to 53.6 µM), for inactives: at the top dose activity, negative = inhibition, actives largely listed as inhibitors; actives 3.5% (n = 310,000);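 further: Gal4-VP16 expression switched on by copper sulfate through the metallothionein promoter; potency means the concentration at half of the fitted maximal effect; on the % scale 0 is the no-effect control and ±100 the full control effect; nearly all actives have a fitted effect of over 50% in size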
RORg inh – ROR gamma (mouse) transcription inhibition | actives 5.4% (n = 310,000) | Potency, µM (top dose mostly 53.6 µM), for the others: top-dose activity change, negative = inhibition, usual class: inhibitors | Drosophila S2 Gal4-RORgamma UAS-luciferase reporter, 20 h; further: potency means the concentration at half of the fitted maximal effect; on the % scale 0 is the no-effect control and ±100 the full control effect; nearly all actives have a fitted effect of over 60% in size
Target sequence (P51450 whole entry, looked up, the tested form may be a part): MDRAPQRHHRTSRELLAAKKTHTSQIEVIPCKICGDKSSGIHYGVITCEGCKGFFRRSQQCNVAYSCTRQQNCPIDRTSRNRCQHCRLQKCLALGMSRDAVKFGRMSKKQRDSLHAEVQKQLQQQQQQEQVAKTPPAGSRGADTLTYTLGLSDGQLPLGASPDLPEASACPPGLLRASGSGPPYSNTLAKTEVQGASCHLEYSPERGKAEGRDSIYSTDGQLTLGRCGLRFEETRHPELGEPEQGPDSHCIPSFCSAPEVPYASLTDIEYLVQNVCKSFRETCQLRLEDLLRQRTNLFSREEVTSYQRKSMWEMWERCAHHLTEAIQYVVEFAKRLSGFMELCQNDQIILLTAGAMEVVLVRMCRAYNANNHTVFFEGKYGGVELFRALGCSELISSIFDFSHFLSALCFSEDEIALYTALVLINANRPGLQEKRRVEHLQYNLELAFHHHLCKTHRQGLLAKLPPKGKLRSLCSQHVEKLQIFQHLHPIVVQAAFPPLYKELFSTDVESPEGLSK
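Schneider cells (Drosophila), stable Gal4 DBD–ROR gamma + UAS-luc; 1 hr cmpd preincubation; Cu2+ induction 700 uM final; 20 hr ambient; luminescence.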
FLuc counter – counter-screen for miR-21 project: firefly luciferase inhibitors or activators; actives 6.9% (n = 360,000); P08659; purified FLuc, Km substrates, luminescence inhibition; Potency, µM (top dose mostly 57.5 µM), inactives show top-dose activity change, negative = inhibition, most hits filed as inhibitors; AID 588342;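 further: potency means the concentration at half of the fitted maximal effect; plate controls were vehicle for no effect and reference inhibitor for full effect; nearly all actives have a fitted effect of over 55% in size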
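Biochemical qHTS of compounds, final roughly 60 µM downward over six points, against 10 nM purified firefly luciferase using Km concentrations of substrates (10 uM D-luciferin, 10 uM ATP) in Tris acetate pH 7.5 buffer; luminescence output.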
Coupling enz – counter-screen for Giardia aldolase inhibitors: coupling enzyme system | coupling enzyme system counterscreen, AmpLite Red fluorescence | activity change, negative = inhibition, % at 58.2 µM, hits read low | actives 0.67% (n = 290,000); in the data active means activity change below about -30%; further: on the % scale 0 is the no-effect control and ±100 the full control effect
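Counterscreen lacking aldolase: glyceraldehyde-3-phosphate coupling-enzyme reagent preincubated 10 min at RT with compound (at 57.5 uM final), then substrate/coupling system with AmpLite Red added; fluorescence read at 525/598 nm after 20 min RT.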
Giardia kill – Giardia lamblia killing. Giardia lamblia trophozoite viability. activity change, % at 7.66 µM, hits read low. actives 0.15% (n = 340,000); in the data active means activity change below about -80%; inconclusive means between about -30% and that limit;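 further: parasites exposed to compound for two days anaerobically before the ATP read; on the % scale 0 is the no-effect control and ±100 the full control effect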
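Each well holds 100 Giardia trophozoites and compound. After two days (48 hrs) at 37 deg C in anaerobic conditions, ATP is quantified by luminescence.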
KCNH2 3.1 inh – inhibitors of human KCNH2 3.1 potassium channel isoform | U2OS KCNH2 3.1, thallium flux FluxOr; stronger effect = lower value | activity change, % (tested at about 1.8 µM) | actives 0.95% (n = 340,000) | AID 720553;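 active means maximum activity change below -70%; inconclusive means maximum activity change from -70% to -50%; inactive means maximum activity change above -50%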;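 further: thallium influx rate constant from kinetic fluorescence after stimulation buffer; on the % scale 0 is the no-effect control and ±100 the full control effect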
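Normalized rate constant (relative to positive and negative DMSO controls) derived from a 2 min kinetic fluorescence read after stimulation; U2OS cells expressing the 3.1 isoform via virus at 1.77 x 10^8 /mL.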
Rab9 promoter act – Rab9 promoter activation; Huh7 Rab9 promoter-luciferase reporter, luminescence, 24 h; Potency, µM (highest dose often 9.22 µM), without a hit: at the highest dose activation, negative = inhibition, usual class: activators; actives 2.8% (n = 320,000); further: potency means the concentration at half of the fitted maximal effect; % of control where 0% means no effect; nearly all actives have a fitted effect of over 60% in size
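Cell-based reporter: Huh7 stable for Rab9 promoter-driven luciferase, plated in reduced-serum medium with 10% FBS at 1500 cells/well, compound-treated 24 h at 37 °C, luminescence read after 10 min reagent.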
Tb PFK block – blocks T. brucei phosphofructokinase; Potency, µM (top dose mostly 57.5 µM), without a hit: at the highest dose activity, negative = inhibition, hits mostly inhibitors; T. brucei PFK, ADP-Glo luminescence; actives 0.17% (n = 330,000); AID 485367; O15648;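 further: potency means the concentration at half of the fitted maximal effect; 0% = uninhibited 1x PFK enzyme wells and -100% = no-enzyme wells; nearly all actives have a fitted effect of over 60% in size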
Target sequence (O15648 whole entry, looked up): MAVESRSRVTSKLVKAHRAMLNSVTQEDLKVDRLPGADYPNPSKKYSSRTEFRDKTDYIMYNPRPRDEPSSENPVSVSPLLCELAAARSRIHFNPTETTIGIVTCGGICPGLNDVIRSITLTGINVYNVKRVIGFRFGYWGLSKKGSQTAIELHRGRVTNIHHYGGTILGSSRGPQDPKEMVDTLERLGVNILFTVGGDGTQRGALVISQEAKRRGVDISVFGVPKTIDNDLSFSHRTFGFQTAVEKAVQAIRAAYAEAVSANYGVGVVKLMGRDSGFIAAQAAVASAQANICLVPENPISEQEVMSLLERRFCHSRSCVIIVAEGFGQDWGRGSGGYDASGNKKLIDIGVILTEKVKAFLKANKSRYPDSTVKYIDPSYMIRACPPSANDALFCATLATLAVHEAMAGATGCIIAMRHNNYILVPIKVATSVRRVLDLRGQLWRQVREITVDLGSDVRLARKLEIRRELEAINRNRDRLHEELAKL
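Luminescent ADP detection (ADP-Glo, two-step: ATP depletion then ADP-to-ATP conversion for luciferase) reported PFK activity after 45 min room-temperature reaction of 1.25 nM enzyme with 0.5 mM F6P and 0.1 mM ATP at pH 8.0.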
ELG1 genotox – genotoxicity induction in ELG1-luciferase HEK293T cells. actives 1.3% (n = 330,000). HEK293T ELG1-luciferase reporter, luminescence, 16 h. Potency, µM (titrated, usually from 46 µM), for inactives: at the top dose activity change, positive = activation, hits mostly activators. AID 504466; further: potency means the concentration at half of the fitted maximal effect; % of control where 0% means no effect; nearly all actives have a fitted effect of over 60% in size
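Cells (2,000/well) expressing the ELG1-luciferase fusion are dosed by pin tool and kept 16 hr at 37 °C, 5% CO2. Signal comes from ONE-Glo luciferase reagent after 30 min at room temperature.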
uPA surface inh – inhibitors of cell surface uPA generation; actives 0.31% (n = 330,000); AID 540303; Potency, µM (top dose mostly 38.3 µM), without a hit: top-dose activity change, negative = inhibition, most hits filed as inhibitors; cell surface uPA generation assay, qHTS; active means well fitted inhibition curve with a large enough effect; inconclusive means small, poorly fitted or top-dose-only effect; inactive means no such curve, though single readings can be large or run the other way; tested in mouse RAW 264.7 cells; further: potency means the concentration at half of the fitted maximal effect; on the % scale 0 is the no-effect control and ±100 the full control effect; nearly all actives have a fitted effect of over 55% in size
NPC1 promoter act – activates the NPC1 promoter; Huh7 NPC1 promoter luciferase reporter, 24 h; AID 485313; actives 2.4% (n = 320,000); Potency, µM (titrated, usually from 9.22 µM), without a hit: at the top dose activation, actives largely listed as activators;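 further: potency means the concentration at half of the fitted maximal effect; % of control where 0% means no effect; nearly all actives have a fitted effect of over 60% in size; reporter is driven by a mutant NPC1 promoter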
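In 1536-well qHTS, Huh7 cells harboring an NPC1 promoter–luciferase construct received compound for 24 h; activation was quantified by luminescence following luciferase reagent addition.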
Starred values were filed as active, the others as inactive; u = inconclusive; x = not tested or not shown; & = joins results of further samples; [ ] = remark or other dose. Unless noted, the call rests on the fitted dose curve; in most records, active means well fitted curve in the direction sought with a large enough effect; inconclusive means small, poorly fitted or top-dose-only effect, or another doubt; inactive means no such curve, though single readings can be large; an effect the other way counts as inactive or inconclusive. Random draw from the library. About 14% of those tested had a hit in this group.

Molecule	NPC1 promoter act	uPA surface inh	Giardia kill	Coupling enz	VP16 counter	Tb PFK block	KCNH2 3.1 inh	ELG1 genotox	FLuc counter	RORg inh	Rab9 promoter act
CCCn1c(N2CCN(CC(=O)c3c[nH]c4ccccc34)CC2)nc2c1c(=O)[nH]c(=O)n2C	1%	5%	28	-12	-5%	0%	10	-8%	-1%	u	2%
CC(CC(=O)Nc1ccc(Cl)c(S(=O)(=O)N2CCOCC2)c1)c1ccccc1 (stereo unspecified)	-23%	-12%	-5	x	x	-6%	-13	-4%	9%	x	-36%[inhibitor]
Oc1[nH]c2ccccc2c1/C=N/c1nccs1	u	-2%	12	2	21%	0%	4	8%	12µM*	31%	u
Cc1ccc(S(=O)(=O)N2CCCCC2)cc1NC(=O)c1ccc2c(c1)OCO2	2%	4%	-12	3	-8%	0%	-47	-3%	-2%	37%	-1%
Cc1nn2c3c(cnc2c1-c1ccccc1)C(=O)CCC3	u	3%	1	1	13%	-7%	2	u	15µM*	21%	u
C/C(=N/NC(=O)CNS(=O)(=O)c1ccccc1)c1ccc(Br)cc1	-2%	6%	7	1	5%	7%	-3	2%	-1%	12%	1%
O=C(c1cc(-c2ccccc2)n[nH]1)N1CCc2c([nH]c3ccccc23)C1c1ccccn1 (stereo unspecified)	-5%	-8%	-18	-1	-7%	0%	8	-12%	3%	u	-4%
Cn1nnnc1SCc1ccccc1[N+](=O)[O-]	0%	-3%	-1	-1	3%	-4%	8	2%	3%	16%	-4%
OCC[C@@H]1C[C@@H](O)[C@H](O)[C@@]2(CCCc3ccccc3O2)O1	-6%	12%	-6	-1	1%	4%	12	3%	-1%	-11%	-1%
COC(=O)c1ccc(NC(=O)CNC(=O)C2CCCCC2)c(C)c1	0%	1%	8	2	0%	-10%	15	-9%	2%	-12%	1%
O=C(CCCC1=NS(=O)(=O)c2ccccc2N1)NCCc1ccc(Cl)cc1	-4%	2%	43[activator]	x	-3%	0%	0	-1%	-2%	10%	1%
Cc1cc(NC(=O)COc2cccnc2[N+](=O)[O-])no1	-2%	3%	-26	0	-9%[10 µM]	0%	0	3%	0%	8%	1%
COc1ccc(N(CC(=O)Nc2ccccc2C)S(=O)(=O)c2ccccc2[N+](=O)[O-])c(OC)c1	-3%	-1%	-21	-3	0%	0%	24	-6%	-1%	3%	-5%
Cc1c(C(=O)NC2=NCCS2)cccc1[N+](=O)[O-]	-1%	-1%	11	4	8%	-2%	2	0%	0%	10%	2%
O=C(Nc1nnc(SCc2ccc(F)cc2)s1)c1ccco1	0%	13%	20	14	3%	-2%	-5	6%	-11%	u	0%
COc1ccc(Cc2nnc(N)s2)cc1	8%	3%	-17	-4	-20%	-10%	6	1%	-10%	2%	0%
CNCCOCC(O)CSc1ccccc1 (stereo unspecified)	-5%	3%	-2	0	-8%	4%	3	4%	9%	-36%	-1%
O=C(Nc1cc2c(ccc3ccccc32)oc1=O)C1CCCCC1	4%	1%	2	0	-12%	-2%	-21	-1%	-1%	23%	24%
CC(=O)c1ccc(NC(=O)C(C)N(C)CC(=O)Nc2ccc(N3CCOCC3)cc2)cc1 (stereo unspecified)	2%	5%	1	-4	-5%[10 µM]	2%	11	u	1%	-3%	-6%
COc1ccc2[nH]c3c(=O)n(N)c(=O)[nH]c3c2c1	2%	4%	18	-1	-5%	0%	-19	5%	5%	10%	6%
CCc1cccc(NC(=O)c2snc3c(=O)[nH]cnc23)c1	17%	-1%	10	-1	0%	0%	-8	11%	-19%	23%	-2%
COC(=O)[C@@H]1C[C@H]1[C@@H](NS(=O)(=O)c1ccccc1)c1ccccc1	-5%	-6%	13	1&-1	4%&-6%	-1%	5	3%	0%	2%&-9%	0%
Cc1ccc(-n2cc[nH]c2=S)cc1C	-4%	5%	-5	-1	-92%	-30%	2	-2%	0%	0.05µM*	-2%
C=CCn1c(SCC(=O)Nc2nc3ccccc3s2)nc(O)c(CC)c1=O	-2%	-3%	-11	5	1%	0%	-3	-2%	-9%	37%	0%
CN(CC(=O)NCC1CCCCC1)S(=O)(=O)c1ccc(F)cc1	-20%	0%	11	-1	20%	-6%	16	0%	3%	-25%	4%
CC1CCCC(NC(=O)COC(=O)[C@@H](NC(=O)c2ccco2)C(C)C)C1C (stereo partly specified)	-2%	-1%	6	2	11%	-3%	0	1%	-9%	8%	0%
CC1(C)CC(=O)C2=C(C1)OC(N)=C(C#N)[C@@]21C(=O)N(CC(N)=O)c2ccccc21	-2%	0%	-6	-2	7%	0%	-3	0%	-1%	5%	3%
O=S(=O)(NCc1ccccc1)c1ccc(-n2cccn2)cc1	-1%	10%	0	2	2%	3%	-6	0%	1%	19%	-1%
Cc1cc(C(=O)O)ccc1-c1ccc(CO)o1	3%	1%	9	1	-3%[10 µM]	6%	11	15%	27µM*	-24%	10%
CC(=O)Nc1nc(NC(=O)C(Cl)(Cl)Cl)n(-c2ccccc2)n1	-5%	12%	3	2	13µM*	-1%	1	-4%	-1%	7.1µM*	1%
CCCc1nnc(NC(=O)c2ccc(S(=O)(=O)N(C)c3ccccc3OC)cc2)s1	-1%	3%	-1	x	x	0%	42	-3%	7%	x	0%
COC(=O)c1nc(NC(=O)c2ccccc2Cl)n[nH]1	0%	2%	1	-3	-4%	-3%	-23	3%	-7%	-12%	-7%
CS(=O)(=O)Nc1ccc(C(=O)N2CCN(c3ccccc3)CC2)cc1	-2%	x	5	5	-6%	0%[0.46 µM]	-13	2%	-1%	7%	0%
C/C(=N/NC(=O)c1cc(C)[nH]n1)c1ccncc1	2%	4%	-26	0	6%	-3%	5	17%	-12%	-10%	29%
Cc1c(C(=O)N2CCN(S(=O)(=O)c3ccccc3F)CC2)oc2c(Cl)cccc12	-4%	14%	-8	x	x	1%	4	-4%	-1%	x	-5%
COc1ccc(C(=O)Nc2cc([N+](=O)[O-])ccc2N2CCCC2)cc1	-1%	9%	3	-1	9%	-4%	-8	-1%	1%	-4%	-1%
COc1ccc(N(CC(=O)NC2CC3CCC2C3)S(=O)(=O)c2ccccc2)cc1Cl (stereo unspecified)	5%	3%	-6	x	-10%	0%	-8	-5%	3%	10%	-4%
O=C/C(=C\Nc1ccc(Cl)cn1)c1nc2ccccc2o1	-4%	-3%	15	0	22µM*	-2%	2	x	-2%	14µM*	0%
COC(=O)/C(=C\c1ccc(O)cc1)c1nc2ccccc2[nH]1	-1%	-6%	-27	-1	24%	0%	4	16%	u	8%	8%
COc1ccccc1N(C(=O)CNC(=O)c1ccco1)C(C(=O)NC1CCCC1)c1ccco1 (stereo unspecified)	-3%	-2%	-13	0	1%	3%	8	12%	3%	7%	3%
Cc1ccc([N+](=O)[O-])c(OCCCNCC(C)O)c1 (stereo unspecified)	4%	1%	-2	0	-6%	-6%	20	0%	0%	-17%	2%
O=C(NCCCN1CCOCC1)c1ccc(S(=O)(=O)Nc2ccccc2)cc1	0%	-2%	-2	x	x	-1%	13	x	0%	x	-2%
CCOC(=O)c1c(C)nc2ncccn12	x	-2%	-4	2	-6%	x	14	x	3%	-5%	x
NC(=O)c1ccc2c(=O)c(O)c(-c3cc(Cl)c(N)c(Cl)c3)[nH]c2c1	-11%	-10%	-26	0	-3%	-2%	-5	2%	2%	-20%	-8%
Cc1occc1C(=O)NNS(=O)(=O)c1ccc([N+](=O)[O-])cc1	-2%	-1%	-16	1	23%	0%	5	2%	-2%	-20%	-1%
COc1ccc(CCNC(=O)COC(=O)c2ccc(N3CCCC3=O)cc2)cc1OC	0%	-11%	20	1	6%	-4%	-3	-6%	1%	13%	0%
Cc1cc(C(=O)N/N=C/c2c3ccccc3cc3ccccc23)n[nH]1	-1%	-2%	4	-1	-5%	0%	5	6%	u	-12%	8%
COc1ccc(NC(=O)N2CCCC2)cc1OC	5%	5%	13	-4	-8%	0%	15	0%	-7%	11%	6%
O=C(Cc1cccc2ccccc12)N/N=C/c1ccc(O)c([N+](=O)[O-])c1	-3%	3%	-10	3	5%	1%	-7	-3%	u	17%	8%
CCCCN(C(=O)C(CCSC)N1C(=O)c2ccccc2C1=O)c1c(N)n(CCC)c(=O)[nH]c1=O (stereo unspecified)	-2%	1%	-3	x	x	-1%	18	0%	-1%	x	0%
CCOc1ccccc1N(CC(=O)Nc1ccc(S(=O)(=O)N2CCOCC2)cc1)S(=O)(=O)c1ccc(Cl)cc1	-2%	0%	18	-1	2%	2%	3	-2%	4%	1%	3%
Cn1c(SCC(=O)N(Cc2ccccc2)C(C)(C)C)nc2ccccc21	1%	x	3	-1	-22%	-2%	-7	-11%	0%	u	-4%
O=C(CCC(=O)OCC(=O)c1cccc([N+](=O)[O-])c1)Nc1cccc(Cl)c1Cl	-4%	-1%	-7	3	11%	-5%	-17	2%	0%	15%	-7%
